High-throughput results from PubChem BioAssay.
IDE cell inh = inhibits human insulin-degrading enzyme in HEK cells. P14735. FAbetaB cleavage, fluorescence polarization. actives 0.41% (n = 320,000). inhibition, % at 5.59 µM;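 active means percent inhibition above the average of all tested compounds plus 3 SD, set per screening campaign, cut at about 16% in these data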;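 further: IDE supplied by intact live HEK cells; FP after avidin binding of uncleaved biotin substrate so inhibition keeps polarization high; 0% = DMSO wells and 100% = 60 µM reference IDE inhibitor Ii1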
Target sequence (P14735 whole entry, looked up): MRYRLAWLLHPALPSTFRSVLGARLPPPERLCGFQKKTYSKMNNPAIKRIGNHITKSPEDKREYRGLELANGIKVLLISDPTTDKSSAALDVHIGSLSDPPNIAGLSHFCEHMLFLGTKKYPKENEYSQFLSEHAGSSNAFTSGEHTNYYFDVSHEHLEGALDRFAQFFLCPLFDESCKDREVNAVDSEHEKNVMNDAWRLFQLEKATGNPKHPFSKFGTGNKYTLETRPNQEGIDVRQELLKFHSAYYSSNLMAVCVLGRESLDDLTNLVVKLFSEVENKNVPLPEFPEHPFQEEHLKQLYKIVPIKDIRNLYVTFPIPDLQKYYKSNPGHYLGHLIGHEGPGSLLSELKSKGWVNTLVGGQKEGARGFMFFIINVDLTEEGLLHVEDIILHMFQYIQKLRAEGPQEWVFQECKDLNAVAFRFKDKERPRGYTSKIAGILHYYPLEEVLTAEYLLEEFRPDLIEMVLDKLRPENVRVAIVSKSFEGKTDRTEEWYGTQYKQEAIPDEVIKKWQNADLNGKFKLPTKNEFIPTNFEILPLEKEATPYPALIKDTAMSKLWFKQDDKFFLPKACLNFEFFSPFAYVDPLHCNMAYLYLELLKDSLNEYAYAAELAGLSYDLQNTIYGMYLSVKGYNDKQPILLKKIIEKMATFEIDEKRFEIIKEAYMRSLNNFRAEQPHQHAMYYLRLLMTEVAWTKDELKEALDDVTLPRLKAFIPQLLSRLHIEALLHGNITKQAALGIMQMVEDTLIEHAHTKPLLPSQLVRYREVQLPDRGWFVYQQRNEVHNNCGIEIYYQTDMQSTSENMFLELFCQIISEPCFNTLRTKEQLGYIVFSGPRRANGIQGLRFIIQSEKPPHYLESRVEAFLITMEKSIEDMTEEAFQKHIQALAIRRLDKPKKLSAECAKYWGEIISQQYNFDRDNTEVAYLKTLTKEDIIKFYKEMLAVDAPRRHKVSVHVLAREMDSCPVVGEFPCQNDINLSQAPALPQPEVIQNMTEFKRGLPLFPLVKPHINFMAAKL
IDE act = boosts human insulin-degrading enzyme activity in HEK cells | FAbeta-B cleavage, fluorescence polarization; 0% vehicle, 100% cell-free pure enzyme wells | activation, % at 5.96 µM | actives 0.073% (n = 340,000) | AID 493087 | P14735;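 active means activation above the mean of all tested compounds plus 3 SD, set per screening campaign, cut at about 17% in these data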
An asterisk follows results filed as active. This is a subset; the hit share may differ from the screen's.

Start of the data: the first 2 entries (preview)
canonical_smiles | IDE cell inh | IDE act
Cc1cc(OCC(=O)OCC(=O)NC2CCCCC2C)ccc1Cl (stereo not given) | 0.7 | 1.2
CCCCN(C(=O)c1c(CC)noc1C)c1c(N)n(CCC)c(=O)[nH]c1=O | -2.9 | 0.6

All compounds of this part (from the top)
canonical_smiles | IDE cell inh | IDE act
Cc1cc(OCC(=O)OCC(=O)NC2CCCCC2C)ccc1Cl (stereo not given) | 0.7 | 1.2
CCCCN(C(=O)c1c(CC)noc1C)c1c(N)n(CCC)c(=O)[nH]c1=O | -2.9 | 0.6
COc1ccccc1NC(=O)CSc1ccc(-c2ccc(-n3cccn3)cc2)nn1 | 6.3 | -1.4
Cc1csc(=O)n1CC(=O)Nc1nc2ccccc2s1 | -5.5 | 1.6
CCCCCN(C(=O)CCC(=O)OCC(=O)N(CC)C1CCCCC1)c1c(N)n(CCCC)c(=O)[nH]c1=O | -1.2 | -0.1
O=C(Nc1cccc(-c2ccc(N3CCCCC3)nn2)c1)c1ccco1 | 4.3 | -4.2
COc1ccc(CNC(=O)CSc2nc3c(oc4ccccc43)c(=O)n2CC2CCCO2)cc1 (stereo not given) | -3.1 | -0.6
C=C[C@@H]1c2cccc(C)c2N(S(=O)(=O)c2ccc(C)cc2)[C@H](c2ccccc2)C1(C#N)S(=O)(=O)c1ccccc1 (stereo not given in full) | 0.6 | 1.5
COc1ccc(-c2cc3cc(-c4cc(OC)c(OC)c(OC)c4)ccc3o2)cc1 | -0.4 | 4.1
COCCn1c(SCC(=O)NC(=O)NCc2ccccc2)nc2ccccc2c1=O | -3.2 | 4.5
CCCn1c(N)c(C(=O)CSc2nnc(Cc3cccs3)n2C2CC2)c(=O)n(C)c1=O | 5.0 | 6.8
Cc1ccc(C)c(OCCC(=O)OCC(=O)N2CCN(S(=O)(=O)c3ccc(Cl)cc3)CC2)c1 | 0.8 | 2.0
CCOC(=O)c1c(NC(=O)CN2C(=O)NC3(CCCC3)C2=O)sc(C)c1CC | -3.0 | 6.4
CC(C)CC1NC(=O)N(CC(=O)Nc2cc(S(=O)(=O)N3CCOCC3)ccc2Cl)C1=O (stereo not given) | 6.0 | 0.2
CCN(CC(=O)Nc1cc(Cl)ccc1C)C(=O)c1ccc2c(=O)n3c(nc2c1)CCC3 | 0.8 | 4.6
CCc1noc(C)c1C(=O)N(CC)CC(=O)NCc1ccc(Cl)cc1 | 4.3 | 4.6
COc1ccc(NC(=O)CN(C)C(=O)C(Sc2ccccc2)c2ccccc2)cc1 (stereo not given) | 6.9 | 4.3
CC(=O)c1sc(N)nc1C | -2.4 | 3.1
COc1ccc(OC)c(NC(=O)COC(=O)CCC2CCCC2)c1 | -2.7 | 1.2
COc1ccccc1C(=O)COC(=O)c1cc(=O)[nH]c2ccccc12 | 5.9 | 4.1

canonical_smiles | IDE cell inh | IDE act
CC(C)(C)CC(C)(C)c1ccc(OCCOCC[N+](C)(C)Cc2ccccc2)cc1 | -0.1 | 5.9
CCN(C[C@H]1N[C@@](Cc2ccccc2)(C(=O)OC)[C@H]2C(=O)N(Cc3ccccc3)C(=O)[C@@H]12)C(=O)c1ccc(C)cc1 | -0.2 | 4.2
CCOC(=O)Cc1csc(NC(=O)CSc2nc(=O)[nH]c3c2CCC3)n1 | -2.3 | 0.8
N#CCCN(C(=O)COC(=O)c1cc(=O)[nH]c2ccccc12)c1ccccc1 | 9.8 | -0.3
C#CCOCCOCCOCCNc1nc(N2CCOCC2)nc(N2CCN(C(=O)CCCCCCCCCCNC(=O)Cn3cc(CCCCCN)nn3)CC2)n1 | 3.0 | 1.4
Cc1ccc(C2=CC(=O)C[C@H](c3ccc(F)cc3)C2)cc1 | 3.2 | 3.5
O=C(CN1CCCC1c1cccs1)Nc1cc(S(=O)(=O)N2CCCC2)ccc1Cl (stereo not given) | -1.5 | -2.5
CN(CC(=O)Nc1ccc(N2CCOCC2)cc1)C(=O)c1ccc(CS(C)(=O)=O)cc1 | 6.6 | 6.0
CN(C)c1oc(-c2ccco2)nc1S(=O)(=O)c1ccc(Br)cc1 | 0.1 | 0.9
Cc1ccccc1C(=O)NNC(=O)c1cccn1C | 0.1 | 2.1
COc1ccccc1N(Cc1ccccc1)S(=O)(=O)c1cccc(C(=O)NCC2CCCO2)c1 (stereo not given) | -2.0 | 1.3
Cc1ccc(NC(=O)c2ccc(Cl)nc2)cc1S(=O)(=O)N1CCOCC1 | 0.8 | 2.2
O=C(COC(=O)c1ncc(Cl)c(Cl)c1Cl)NC1CCCCCC1 | -1.4 | 5.8
O=C(Nc1ccc(S(=O)(=O)N2CCOCC2)cc1)c1ccc([N+](=O)[O-])s1 | -1.5 | 0.6
O=C(COC(=O)C1CC(=O)N(Cc2ccco2)C1)Nc1ccc(F)cc1F (stereo not given) | 2.4 | 2.1
COc1cc(NC(=O)c2cc(S(=O)(=O)N3CCCCC3)ccc2N2CCOCC2)cc(OC)c1 | -3.5 | 5.2
CC1CCCCC1NC(=O)COC(=O)c1ccc2c(=O)n3c(nc2c1)CCC3 (stereo not given) | 0.9 | 7.5
O=C(Nc1ccc(C(=O)N2CCN(c3ccccn3)CC2)cc1)c1ccc(Br)o1 | -1.4 | 6.9
CCN1CCN(S(=O)(=O)c2ccc3c4c(cccc24)C(=O)N3CC)CC1 | 2.3 | 0.0
CCc1ccc(NC(=O)CN(C(=O)N2CCN(CC)CC2)S(=O)(=O)c2ccc(C)cc2)cc1 | -10.0 | 2.4

Rewritten with values ahead of the structure: four of the compounds above
IDE cell inh | IDE act | mol
0.9 | 7.5 | CC1CCCCC1NC(=O)COC(=O)c1ccc2c(=O)n3c(nc2c1)CCC3 (stereo not given)
3.0 | 1.4 | C#CCOCCOCCOCCNc1nc(N2CCOCC2)nc(N2CCN(C(=O)CCCCCCCCCCNC(=O)Cn3cc(CCCCCN)nn3)CC2)n1
-0.1 | 5.9 | CC(C)(C)CC(C)(C)c1ccc(OCCOCC[N+](C)(C)Cc2ccccc2)cc1
-1.5 | -2.5 | O=C(CN1CCCC1c1cccs1)Nc1cc(S(=O)(=O)N2CCCC2)ccc1Cl (stereo not given)

Returning to the listing, repeating the 2 entries before the break.
canonical_smiles | IDE cell inh | IDE act
CCN1CCN(S(=O)(=O)c2ccc3c4c(cccc24)C(=O)N3CC)CC1 | 2.3 | 0.0
CCc1ccc(NC(=O)CN(C(=O)N2CCN(CC)CC2)S(=O)(=O)c2ccc(C)cc2)cc1 | -10.0 | 2.4
CCN1C(=O)[C@H]2[C@@H](c3ccc(SC4CCCCC4)cc3)N[C@@](CC(C)C)(C(=O)OC)[C@H]2C1=O | 3.6 | 4.4
COc1ccc(NC(=O)CCCCC(=O)Nc2ccc(OC)cc2OC)c(OC)c1 | -1.1 | -1.5
CC(=O)Nc1ccc(S(=O)(=O)NCCC(=O)OCC(=O)NCc2ccccc2)cc1 | 3.1 | 3.9
COC(C[C@@H](O)C[C@@H](O)[C@@H](C)OCc1ccccc1)OC | -2.5 | -2.5
COc1ccc(CNC(=O)COC(=O)CCS(=O)(=O)c2ccc(C)cc2)cc1OC | -1.9 | 4.3
CCOc1c(Br)cc(C(=O)OCC(=O)N2CCc3ccccc3C2)cc1OC | -1.7 | 3.2
CN(C(=O)CN1C(=O)c2cc(Cl)c(Cl)cc2C1=O)C1CCS(=O)(=O)C1 (stereo not given) | 3.2 | -2.4
Cc1csc2nc(COC(=O)CNC(=O)c3ccc(Cl)cc3)cc(=O)n12 | -3.2 | -1.2
Cc1ccc(CNC(=O)CN2C(=O)NC3(CCCC3)C2=O)cc1 | 0.2 | 5.2
COc1ccccc1CCNC(=O)C(=O)NCCC1CCCCN1S(=O)(=O)c1ccccc1 (stereo not given) | 16.4* | -11.7
Cc1ccc(S(=O)(=O)N2CCN(C(=O)CN3C(=O)NC(C)(c4ccc(Cl)cc4)C3=O)CC2)c(C)c1 (stereo not given) | 5.1 | -0.4
CC(=O)Nc1ccc(NC(=O)C(C)OC(=O)c2ccc3ccccc3n2)cc1 (stereo not given) | -0.7 | 2.1
CC(C)CN(C(=O)COC(=O)c1ccc([N+](=O)[O-])s1)c1c(N)n(Cc2ccccc2)c(=O)[nH]c1=O | -5.2 | 3.5
COc1cc(N)c(Cl)cc1C(=O)OCC(=O)NCc1cccs1 | -5.0 | 2.3
CCN(CC(=O)Nc1ccc(NC(C)=O)cc1)C(=O)c1oc2c(ccc3ccccc32)c1C | 3.7 | 2.8
O=C(Nc1cc(C(F)(F)F)ccc1-n1cncn1)c1ccc([N+](=O)[O-])o1 | -2.2 | 3.2
N#Cc1ccccc1S(=O)(=O)N1CCN(C(=O)[C@H](Cc2ccccc2)NC(=O)c2ccco2)CC1 | -0.8 | 2.6
CCN(C(=O)COC(=O)/C=C/c1cccc([N+](=O)[O-])c1)c1c(N)n(Cc2ccccc2)c(=O)[nH]c1=O | -7.0 | -0.4
CCOc1ccc(S(=O)(=O)Nc2ccc(C(=O)N(C)CC(=O)Nc3ccc(OC)cc3)cc2)cc1 | -3.7 | 4.0
Fc1cccc(CCN2CCN=C2Nc2ccccc2)c1 | 3.0 | 4.6

canonical_smiles | IDE cell inh | IDE act
COc1ccc(OC)c(NC(=O)CSc2nc(=O)n(Cc3ccccn3)c3c2CCC3)c1 | -8.9 | 3.6
O=C(Nc1ccc(N2CCOCC2)cc1)c1cccc(S(=O)(=O)N2CCOCC2)c1 | 4.8 | 6.5
O=C(CC1SC(N2CCCC2)=NC1=O)Nc1ccc(C(=O)N2CCN(c3cccc(Cl)c3)CC2)cc1 (stereo not given) | 1.0 | -6.3
O=C(COC(=O)COc1ccc(Cl)cc1)NC1CC1 | 0.8 | -0.2
O=C(CCCNC(=O)c1ccc(Cl)cc1)Nc1ccc(F)c(S(=O)(=O)N2CCOCC2)c1 | 0.5 | -2.8
CCc1cc(-c2ccc3c(c2)COc2c4ccccc4nn2-3)on1 | 2.2 | 3.8
COc1ccc(C(=O)Nc2ccc3nc(N4CCOCC4)sc3c2)cc1OC | 4.2 | 0.6
Cc1nc(C(=O)O)sc1C1(C)CC(c2cccc([N+](=O)[O-])c2)=NO1 (stereo not given) | -0.1 | -4.8
CCN(CC(=O)Nc1cc(Cl)ccc1C)C(=O)CSCc1c(C)noc1C | 3.7 | -1.1
C#CCOCCOCCOCCNc1nc(N2CCOCC2)nc(N2CCN(C(=O)CCCCCCCCCCNC(=O)[C@@H]([C@H](C)CC)n3cc(CCCCCN)nn3)CC2)n1 | 0.2 | 7.6
N#CC1(NC(=O)COC(=O)c2cc([N+](=O)[O-])ccc2N2CCCC2)CCCCC1 | 4.2 | 3.7
N#Cc1cc([N+](=O)[O-])ccc1NC(=O)CSc1n[nH]c(=O)n1C1CC1 | 0.4 | 3.3
NC(=O)CCN(C(=O)c1cccc(S(=O)(=O)N2CCc3ccccc32)c1)c1ccccc1 | 0.6 | 1.2
CN(CC(=O)Nc1ccccc1Cl)C(=O)COc1cccc2c1OC(C)(C)C2 | 10.7 | 0.0
CC(=O)c1sc(NC(=O)CSC(C)C(=O)Nc2cc(C)on2)nc1-c1ccccc1 (stereo not given) | -2.6 | 2.9
Cc1ccc(C)c(S(=O)(=O)N2CCN(C(=O)C3CC3C)CC2)c1 (stereo not given) | -1.9 | -6.0
CC1CC(C)CN(C(C)C(=O)Nc2cc(S(=O)(=O)N3CCCCC3)ccc2Cl)C1 (stereo not given) | -4.7 | 2.1
Cc1ccc(C(=O)NCc2ccc(F)cc2)s1 | 1.5 | 3.0
COc1ccc(CCNC(=O)COC(=O)C2CC2C)cc1OC (stereo not given) | -2.8 | 21.6*
CN(Cc1nc2ccccc2c(=O)[nH]1)C(=O)c1ccc(S(=O)(=O)N2CCCC2)cc1 | -4.8 | 3.0

canonical_smiles | IDE cell inh | IDE act
CCCN(C(=O)CCc1ccc(OC)cc1)c1c(N)n(Cc2ccccc2)c(=O)[nH]c1=O | -1.6 | 10.6
NC(=O)c1ccsc1NC(=O)COC(=O)c1nc(Cl)ccc1Cl | -2.4 | 2.7
O=C(COC(=O)c1ccco1)NNC(=O)c1ccc(Cl)cc1 | -3.5 | 3.5
CC[C@H](C)C(=O)N[C@H]1CCCN1C(=O)/C=C/c1ccccc1 | -1.7 | 3.6
C[C@@H]1NS(=O)(=O)[C@H]2C[C@@H]3C=C[C@]2(O3)[C@H]1OC(=O)Nc1ccc(C(F)(F)F)cc1[N+](=O)[O-] | -3.5 | 1.0
CN(C(=O)COC(=O)c1cc(S(=O)(=O)N2CCCCC2)ccc1Cl)c1ccccc1 | -2.1 | -3.9
CC1CN(C(=O)C(C)OC(=O)c2ccc3ncsc3c2)CC(C)O1 (stereo not given) | 4.2 | -2.5
COc1ccc(C(=O)O)cc1S(=O)(=O)NC(C)C12CC3CC(CC(C3)C1)C2 (stereo not given) | -3.5 | -1.1
CCOc1ccc(S(=O)(=O)N2CCOCC2)cc1NC(=O)C1=COCCO1 | -0.5 | -0.2
N#Cc1ccc(OCC(=O)NNC(=S)NC2CCCCC2)cc1 | -0.2 | 2.2
Cc1c(NC(=O)CSc2ccc3ccccc3n2)c(=O)n(-c2ccccc2)n1C | -1.1 | 3.9
CCN(C[C@H]1N[C@@](Cc2ccccc2)(C(=O)OC)[C@H]2C(=O)N(C)C(=O)[C@@H]12)C(=O)COC | 0.1 | 3.1
CSc1ccc(S(=O)(=O)NCC(=O)OCC(=O)N2CC(C)CC(C)C2)cc1[N+](=O)[O-] (stereo not given) | 0.1 | 4.5
CCCN(CC(=O)Nc1ccccc1C)C(=O)CC(NC(=O)c1ccccc1)c1ccccc1 (stereo not given) | 4.3 | -0.7
CCCCn1c(N)c(N(CC(C)C)C(=O)c2oc3ccc(OC)cc3c2C)c(=O)[nH]c1=O | 1.9 | 0.3
